# STK33 kin inh: STK33 kinase inhibitors, primary screen, biochemical, luminescence, ADP-Glo, MBP substrate; Serine/threonine-protein kinase 33 (Homo sapiens), Q9BYT3; 27,000 tested, 0.44% active; inhibition, % at 12.5 µM; in the data active = inhibition above about 20%
# Target sequence (Q9BYT3 whole entry, looked up): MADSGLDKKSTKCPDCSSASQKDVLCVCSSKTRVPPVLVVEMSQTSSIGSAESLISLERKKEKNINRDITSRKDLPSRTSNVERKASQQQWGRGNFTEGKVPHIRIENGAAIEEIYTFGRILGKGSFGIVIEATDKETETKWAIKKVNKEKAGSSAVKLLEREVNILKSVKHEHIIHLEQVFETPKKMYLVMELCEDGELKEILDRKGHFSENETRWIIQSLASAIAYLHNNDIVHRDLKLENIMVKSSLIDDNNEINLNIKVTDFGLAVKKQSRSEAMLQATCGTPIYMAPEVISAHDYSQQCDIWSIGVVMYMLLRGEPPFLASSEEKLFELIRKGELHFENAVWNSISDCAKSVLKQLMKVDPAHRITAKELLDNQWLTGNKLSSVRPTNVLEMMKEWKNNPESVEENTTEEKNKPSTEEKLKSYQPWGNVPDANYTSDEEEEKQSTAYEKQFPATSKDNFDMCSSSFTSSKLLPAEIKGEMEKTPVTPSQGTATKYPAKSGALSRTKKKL
# mut p53 react: mutant p53 pathway re-activators, primary screen, cell-based, SW480, luciferase, single point, HTS; AID 624151, 2012; SW480 PUMA-promoter luciferase, p53 mutant reactivation; activation, % at 9.98 µM; 28,000 tested, 1.5% active; in the data active = activation above about 52%
# * marks the source's active call; other numbers are inactive results; · = no result given. These rows are one share of the data; rates above refer to the full screens.
# Start of the listing, in advance, 5 compounds:
SMILES,STK33 kin inh,mut p53 react
C[C@@H]1CN([C@H](C)CO)C(=O)c2cc(C3=CCCC3)cnc2O[C@H]1CN(C)S(C)(=O)=O,·,4.2
C[C@@H]1CN([C@H](C)CO)C(=O)c2cc(NC(=O)NC3CCCCC3)ccc2O[C@H]1CN(C)C(=O)Nc1ccccc1,·,9.1
COc1ccc(OC)c(C(=O)CSc2nnc(-c3cccnc3)n2C)c1,-1.0,19.4
CC(C)NC(=O)Nc1ccc2c(c1)C(=O)N([C@@H](C)CO)C[C@@H](C)[C@H](CN(C)C(=O)CCCN(C)C)OCCCC[C@H](C)O2,·,4.5
C[C@@H]1CCCCO[C@H](CN(C)C(=O)c2ccccc2)[C@@H](C)CN([C@@H](C)CO)C(=O)c2cc(NC(=O)Nc3ccc4c(c3)OCO4)ccc2O1,·,-15.0

# This part in full, from the start:
SMILES,STK33 kin inh,mut p53 react
C[C@@H]1CN([C@H](C)CO)C(=O)c2cc(C3=CCCC3)cnc2O[C@H]1CN(C)S(C)(=O)=O,·,4.2
C[C@@H]1CN([C@H](C)CO)C(=O)c2cc(NC(=O)NC3CCCCC3)ccc2O[C@H]1CN(C)C(=O)Nc1ccccc1,·,9.1
COc1ccc(OC)c(C(=O)CSc2nnc(-c3cccnc3)n2C)c1,-1.0,19.4
CC(C)NC(=O)Nc1ccc2c(c1)C(=O)N([C@@H](C)CO)C[C@@H](C)[C@H](CN(C)C(=O)CCCN(C)C)OCCCC[C@H](C)O2,·,4.5
C[C@@H]1CCCCO[C@H](CN(C)C(=O)c2ccccc2)[C@@H](C)CN([C@@H](C)CO)C(=O)c2cc(NC(=O)Nc3ccc4c(c3)OCO4)ccc2O1,·,-15.0
Cc1ccc(S(=O)(=O)NCc2cccnc2)cc1,-1.6,-0.6
COC(=O)COc1cccc(NC(=O)c2ccc(Cl)cc2)c1,-1.3,-4.4
COc1ccc(OC)c(NC(=O)CSc2nc(-c3ccccc3)cc(=O)[nH]2)c1,1.3,31.1
C[C@@H]1CCCCO[C@H](CN(C)C(=O)c2ccncc2)[C@@H](C)CN([C@H](C)CO)C(=O)c2cc(NC(=O)C3CCCCC3)ccc2O1,-0.6,·
C[C@H](CO)N1C[C@H](C)[C@@H](CN(C)Cc2ccc(Cl)c(Cl)c2)Oc2ccc(NC(=O)C3CC3)cc2C1=O,1.1,2.7
COC(=O)c1c(C)oc2ccc(N(C(=O)c3ccncc3)S(=O)(=O)c3ccc(F)cc3C)cc12,-3.1,-20.7
O=C(O)CCNc1ncnc2c1oc1ccccc12,-0.9,-3.0
CC(=O)C1=C(c2ccccc2)NC(=S)NC1c1cc(Cl)ccc1OCC(=O)O (configuration not stated),0.2,-10.4
COc1ccc(S(=O)(=O)N(C)C[C@@H]2Oc3ccc(N(C)C)cc3CC(=O)N([C@@H](C)CO)C[C@@H]2C)cc1,-0.3,·
Cc1noc(C)c1NC(=O)N(C)C[C@@H]1OCCCC[C@H](C)Oc2ccc(N(C)C)cc2C(=O)N([C@@H](C)CO)C[C@@H]1C,·,-5.8
COc1ccc(OC)c(C(=O)CSc2nnc(-c3ccccn3)n2-c2ccc(C)cc2)c1,1.8,2.1
CNC[C@H]1Oc2ccc(NS(=O)(=O)c3ccc(C)cc3)cc2C(=O)N([C@@H](C)CO)C[C@@H]1C,·,-4.9
C[C@@H]1CN([C@H](C)CO)C(=O)c2cc(/C=C/c3ccccc3)cnc2O[C@H]1CN(C)C(=O)c1ccc(F)cc1,·,-7.4
Cc1noc(C)c1S(=O)(=O)Nc1ccc2c(c1)C(=O)N([C@H](C)CO)C[C@H](C)[C@@H](CN(C)S(=O)(=O)c1c(C)noc1C)OCCCC[C@@H](C)O2,1.6,·
C[C@@H]1CCCCO[C@@H](CN(C)S(=O)(=O)c2ccc(F)cc2)[C@@H](C)CN([C@H](C)CO)C(=O)c2cc(NS(=O)(=O)c3ccc(F)cc3)ccc2O1,4.8,·
COc1c(O[C@@H]2O[C@H](C(=O)O)[C@@H](O)[C@H](O)[C@H]2O)cc2oc(-c3ccccc3)cc(=O)c2c1O,-0.8,4.8
C[C@@H]1CN([C@H](C)CO)C(=O)c2cc(C#C[C@@H](C)O)cnc2O[C@@H]1CN(C)CC1CCOCC1,·,6.6
Cc1cccc(OCCCn2c(CO)nc3ccccc32)c1,1.6,24.9
Cc1sc(NC(=O)c2cc(-c3ccccc3)nc3ccccc23)c(C(=O)NCc2cccnc2)c1C,1.2,-10.9
O=C(CC1NC(=O)NC1=O)Nc1cccc2ccccc12 (configuration not stated),-0.9,-14.0

# In another format: results already given
SMILES: C[C@@H]1CN([C@H](C)CO)C(=O)c2cc(NC(=O)NC3CCCCC3)ccc2O[C@H]1CN(C)C(=O)Nc1ccccc1
  STK33 kin inh = ·; mut p53 react = 9.1

SMILES: COc1ccc(OC)c(C(=O)CSc2nnc(-c3cccnc3)n2C)c1
  STK33 kin inh = -1.0; mut p53 react = 19.4

SMILES: CC(C)NC(=O)Nc1ccc2c(c1)C(=O)N([C@@H](C)CO)C[C@@H](C)[C@H](CN(C)C(=O)CCCN(C)C)OCCCC[C@H](C)O2
  STK33 kin inh = ·; mut p53 react = 4.5

# Following part.
SMILES,STK33 kin inh,mut p53 react
Cc1ccc(CN(CC(N)=O)S(=O)(=O)c2ccc(Cl)cc2)cc1,-9.0,-11.8
COc1ccc(CN(C)C[C@@H]2Oc3ccc(NC(=O)C4CC4)cc3C(=O)N([C@@H](C)CO)C[C@@H]2C)cc1,·,13.8
Cc1noc(C)c1NC(=O)Nc1cccc2c1O[C@H](CN(C)Cc1ccccc1)[C@H](C)CN([C@H](C)CO)C2=O,·,6.2
CCCN(C)C[C@H]1Oc2cc(C3=CCCC3)ccc2S(=O)(=O)N([C@@H](C)CO)C[C@@H]1C,·,0.0
CCC(=O)N(C)C[C@H]1Oc2ncc(C#CCC3CCCC3)cc2C(=O)N([C@@H](C)CO)C[C@@H]1C,·,2.7
COC(=O)CN(c1ccc(OC)c(OC)c1)S(C)(=O)=O,-1.9,-4.3
Cc1nnc(SCC(=O)Nc2ccc(C#N)cc2)s1,-3.8,-16.1
C[C@@H]1CCCCO[C@H](CN(C)C(=O)CCC(F)(F)F)[C@@H](C)CN([C@H](C)CO)C(=O)c2cc(NC(=O)CCC(F)(F)F)ccc2O1,-0.4,-4.5
C[C@H]1CN([C@@H](C)CO)C(=O)Cc2cc(N(C)C)ccc2O[C@@H]1CN(C)S(=O)(=O)c1cccs1,0.4,25.0
CCCc1cc(=O)[nH]c(Nc2nc(C)c3ccc(OC)cc3n2)n1,-3.5,32.8
C[C@@H]1CN([C@@H](C)CO)C(=O)Cc2cc(NC(=O)c3ccncc3)ccc2O[C@@H]1CN(C)Cc1ccc(Cl)c(Cl)c1,-2.0,-10.3
CCOC(=O)c1ccc(NC(=O)CSc2nc3cc4ccccc4cc3[nH]2)cc1,10.7,-64.7
COc1ccc(CN(C)C[C@@H]2Oc3ccc(NC(=O)Cc4cn(C)c5ccccc45)cc3C(=O)N([C@@H](C)CO)C[C@@H]2C)cc1,0.3,-8.5
C[C@@H]1CN([C@H](C)CO)S(=O)(=O)c2ccc(/C=C/c3ccccc3)cc2O[C@H]1CN(C)C(=O)Nc1cccc(F)c1,·,-58.7
C[C@@H]1CN([C@H](C)CO)S(=O)(=O)c2ccc(-c3ccncc3)cc2O[C@H]1CN(C)C(=O)CC1CC1,·,10.7
Cc1noc(C)c1NC(=O)Nc1ccc2c(c1)CC(=O)N([C@@H](C)CO)C[C@@H](C)[C@H](CN(C)Cc1ccncc1)O2,·,11.5
CC(C)NC(=O)N(C)C[C@H]1Oc2ncc(C#Cc3ccc(F)cc3)cc2C(=O)N([C@H](C)CO)C[C@@H]1C,·,4.8
C[C@@H]1CCCCO[C@@H](CN(C)C(=O)Nc2ccccc2)[C@@H](C)CN([C@H](C)CO)C(=O)c2cc(NC(=O)C3CCCCC3)ccc2O1,-1.7,-11.3
O=C(O)CCC(=O)N1N=C(c2c(-c3ccccc3)c3cc(Cl)ccc3[nH]c2=O)CC1c1ccccn1 (configuration not stated),-2.8,-2.2
C[C@@H]1CN([C@H](C)CO)C(=O)c2cc(C3=CCCC3)cnc2O[C@@H]1CN(C)Cc1cccc(F)c1,·,-0.7
C[C@@H]1CN([C@@H](C)CO)C(=O)c2cccc(NC(=O)C3CCOCC3)c2O[C@@H]1CN(C)C(=O)Nc1cccc2ccccc12,·,-3.8
O=C(CN1C(=O)c2ccccc2C1=O)Nc1ccc2c(c1)C(=O)NC2=O,-6.4,3.3
COc1ccc(S(=O)(=O)Nc2ccc3c(c2)CC(=O)N([C@@H](C)CO)C[C@H](C)[C@H](CN(C)C(=O)Nc2ccc4c(c2)OCO4)O3)cc1,-0.5,·
C[C@@H]1CN([C@H](C)CO)C(=O)CCCn2nncc2CO[C@@H]1CN(C)Cc1ccc(-c2ccccc2)cc1,-2.4,·
C[C@H]1CN([C@@H](C)CO)C(=O)Cc2cc(NS(=O)(=O)c3cccs3)ccc2O[C@H]1CN(C)S(C)(=O)=O,1.2,·

# Random excerpt: 2 records from the list.
SMILES,STK33 kin inh,mut p53 react
CC(=O)C1=C(c2ccccc2)NC(=S)NC1c1cc(Cl)ccc1OCC(=O)O (configuration not stated),0.2,-10.4
Cc1noc(C)c1NC(=O)N(C)C[C@@H]1OCCCC[C@H](C)Oc2ccc(N(C)C)cc2C(=O)N([C@@H](C)CO)C[C@@H]1C,·,-5.8

# Carrying on.
SMILES,STK33 kin inh,mut p53 react
C[C@@H]1CN([C@H](C)CO)C(=O)c2cccc(NS(=O)(=O)c3ccccc3)c2O[C@@H]1CN(C)C(=O)NC1CCCCC1,·,-2.3
CC(C)NC(=O)N(C)C[C@H]1Oc2ccc(NS(=O)(=O)c3ccc(F)cc3)cc2CC(=O)N([C@@H](C)CO)C[C@H]1C,2.4,·
Cc1cccc(C)c1NC(=O)CSc1nc(O)cc(=O)[nH]1,-1.7,-14.4
N#Cc1ccccc1CSc1nnc(Cc2cccc3ccccc23)n1-c1ccccc1,3.8,2.6
CC1CNCCN1S(=O)(=O)c1cccc2cnccc12 (configuration not stated),9.2,·
Cc1cc(C(=O)Nc2cccc3c2O[C@H](CN(C)C(=O)Nc2ccccc2)[C@@H](C)CN([C@H](C)CO)C3=O)n(C)n1,·,8.2
C[C@H](CO)N1C[C@H](C)[C@H](CN(C)Cc2ccc(C(=O)O)cc2)Oc2cc(C#CCC3CCCC3)ccc2S1(=O)=O,·,4.2
C[C@@H]1CN([C@H](C)CO)C(=O)Cc2cc(NC(=O)NC3CCCCC3)ccc2O[C@@H]1CN(C)C,-0.5,-3.5
C[C@H](CO)N1C[C@H](C)[C@H](CN(C)CC2CC2)Oc2cc(C#Cc3cccc(F)c3)ccc2S1(=O)=O,·,-2.2
CN(C)CCCNc1ncnc2c1sc1nc(N3CCOCC3)c3c(c12)CCC3,1.6,-2.8
COc1ccc(S(=O)(=O)Nc2ccc3c(c2)C(=O)N([C@H](C)CO)C[C@@H](C)[C@H](CN(C)S(=O)(=O)c2ccc(OC)cc2)O3)cc1,·,1.3
CCN(CC)CCCC(C)Nc1c2ccc(Cl)cc2nc2ccc(OC)cc12 (configuration not stated),32.8*,-17.6
Cc1cc(C(=O)Nc2cccc3c2O[C@H](CN(C)S(=O)(=O)c2cccs2)[C@H](C)CN([C@H](C)CO)C3=O)n(C)n1,·,5.7
COc1ccc(NC(=O)Nc2cccc3c2O[C@H](CN(C)S(C)(=O)=O)[C@@H](C)CN([C@@H](C)CO)C3=O)cc1,0.8,·
C[C@@H]1CN([C@@H](C)CO)C(=O)Cc2cc(NC(=O)Nc3ccc(C(F)(F)F)cc3)ccc2O[C@@H]1CN(C)C(=O)Nc1cccc2ccccc12,-3.7,·
CC(NS(=O)(=O)c1cc(Cl)ccc1Cl)C(=O)Nc1ccccc1 (configuration not stated),1.4,1.7
CC(=O)N[C@H]1[C@H](O[C@H]2CC[C@@]3(C)C(CC[C@]4(C)C3CC=C3[C@@H]5CC(C)(C)CC[C@]5(C(=O)O)CC[C@]34C)C2(C)C)O[C@H](CO[C@@H]2OC[C@H](O)[C@H](O)[C@H]2O[C@@H]2OC[C@H](O)[C@H](O)[C@H]2O)[C@@H](O)[C@@H]1O (some centres not stated),-2.7,·
C[C@@H]1CN([C@H](C)CO)S(=O)(=O)c2ccc(C3=CCCC3)cc2O[C@@H]1CN(C)S(C)(=O)=O,·,1.5
O=[N+]([O-])c1ccccc1CN1CCN(CCO)CC1,1.8,3.2
CCCN(C)C[C@@H]1Oc2ncc(Br)cc2C(=O)N([C@H](C)CO)C[C@H]1C,·,-1.0
CC(C)NC(=O)Nc1ccc2c(c1)C(=O)N([C@@H](C)CO)C[C@@H](C)[C@H](CN(C)Cc1ccccc1)OCCCC[C@H](C)O2,·,7.4
C[C@@H]1CN([C@H](C)CO)C(=O)Cc2cc(NS(=O)(=O)c3ccc(F)cc3)ccc2O[C@H]1CN(C)Cc1ccc(Oc2ccccc2)cc1,4.4,-0.5
COC(=O)[C@H]1[C@H]2C[C@H]3c4[nH]c5ccccc5c4CCN3C[C@@H]2CC[C@@H]1O,2.1,·
Cn1c(=O)c2c(nc(NCCO)n2C)n(C)c1=O,-1.0,-5.4
C[C@H](CO)N1C[C@H](C)[C@H](CN(C)Cc2ccccc2)Oc2ccc(NS(=O)(=O)c3cn(C)cn3)cc2C1=O,-1.8,6.5
COCCOC(=O)N1C(=O)[C@@]2(c3ccccc31)[C@H](C(=O)Nc1nc3ccccc3s1)[C@H]1C(=O)O[C@H](c3ccccc3)[C@H](c3ccccc3)N1[C@@H]2c1ccccc1OCCO,-0.8,·
CC(C)N(Cc1nc(-c2ccccc2)no1)S(=O)(=O)c1ccccc1[N+](=O)[O-],0.7,9.4
C[C@@H]1CN([C@@H](C)CO)C(=O)Cc2cc(NC(=O)Nc3cccc4ccccc34)ccc2O[C@@H]1CN(C)S(=O)(=O)c1ccc(Cl)cc1,-0.2,·
C[C@@H]1CN([C@H](C)CO)C(=O)CCCn2cc(nn2)CO[C@H]1CN(C)C(=O)Nc1ccc(F)cc1,-1.5,·
COc1ccc(OC)c(NC(=O)C2=C(C)NC(=O)NC2c2ccc(OC)cc2OC)c1 (configuration not stated),1.5,-6.2
